Assay outcomes (PubChem BioAssay)
TRHR PAM: allosterically enhances the human TRH receptor; enhancement, % at 2 µM; TRHR cells, fluo-8 calcium fluorescence, EC20 TRH enhancement; P34981; hit rate 0.66% among 360,000; in the data active = enhancement above about 30%; note: 0% is about no effect
Target sequence (P34981 whole entry, looked up): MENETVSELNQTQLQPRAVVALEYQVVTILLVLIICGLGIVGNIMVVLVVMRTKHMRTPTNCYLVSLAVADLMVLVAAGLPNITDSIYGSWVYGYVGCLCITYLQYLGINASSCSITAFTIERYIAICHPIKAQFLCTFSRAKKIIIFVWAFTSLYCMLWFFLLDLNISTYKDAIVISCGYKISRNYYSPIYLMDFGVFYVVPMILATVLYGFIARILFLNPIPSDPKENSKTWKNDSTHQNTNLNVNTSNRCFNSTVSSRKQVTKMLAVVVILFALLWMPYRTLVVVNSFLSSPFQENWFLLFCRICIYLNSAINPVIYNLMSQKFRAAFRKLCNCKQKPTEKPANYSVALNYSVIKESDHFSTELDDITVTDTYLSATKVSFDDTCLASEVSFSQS
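TRHR-expressing cells loaded with fluo-8 calcium dye were read kinetically (ex 480/em 530) during compound addition, then stimulated with an EC20 of TRH (10 nM final). Enhancement of the Gq-mediated intracellular calcium response was scored.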
D2 PAM: D2 dopamine receptor (human) potentiation; HEK293 T-REx D2, calcium flux, EC20 dopamine potentiation; potentiation, % at 10 µM; hit rate 0.34% among 340,000;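 active = potentiation over 3 SD above the plate norm, cut at about 30% in these data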; note: 0% is about no effect
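Potentiation of an EC20 dopamine calcium response measured kinetically over 180 s, after a preceding 180 s compound-only read flagging agonists. Cells: inducible Hek293 Trex D2 line, 4000/well, cultured overnight at 30 C before dye loading.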
D2 agonist: activates the human D2 dopamine receptor. P14416. HEK293 T-REx D2 cells, calcium flux agonist mode. activation, % at 2 µM. hit rate 0.53% among 340,000;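 active = activation over 3 SD above normal in the single-dose calcium agonist read, cut at about 30% in these data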; note: 0% is about no effect
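Agonism scored from kinetic calcium signal (1 read/sec, 180 s) following compound pin transfer, after a 10 s baseline. Cells: HEK293 Trex line expressing inducible D2 receptor coupled to calcium, dye-loaded after overnight culture at 30 C.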
D2 antagonist: antagonizes the human D2 dopamine receptor; P14416; HEK293 TREx D2 cells, calcium flux, dopamine EC80; inhibition, % at 10 µM; hit rate 2% among 340,000; AID 485344; in the data active = inhibition above about 30%; note: 0% is about no effect
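Tetracycline-induced HEK293 T-REx cells expressing D2 force-coupled to calcium signalling were dye-loaded, exposed to compound for 180 s, then challenged with an EC80 of dopamine; calcium flux was followed kinetically for a further 180 s.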
RXFP1 antag: RXFP1 (human) relaxin receptor antagonism. HEK293-RXFP1, relaxin-stimulated cAMP HTRF, 30 min; hits give low values. hit rate 0.59% among 350,000. AID 1259400. activity change, negative = inhibition, % at 57.5 µM. Q9HBX9;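 active = activity change of -60% or lower, but not beyond a set lower limit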; note: % is set by controls: 0 for no effect and ±100 for the full control effect
D1 PAM: potentiators of human D1 dopamine receptor; HEK293 TREx D1 cells, calcium flux, dopamine EC20 potentiation; potentiation, % at 10 µM; hit rate 0.036% among 360,000; in the data active = potentiation above about 30%; note: 0% is about no effect
Target sequence (P21728 whole entry, looked up): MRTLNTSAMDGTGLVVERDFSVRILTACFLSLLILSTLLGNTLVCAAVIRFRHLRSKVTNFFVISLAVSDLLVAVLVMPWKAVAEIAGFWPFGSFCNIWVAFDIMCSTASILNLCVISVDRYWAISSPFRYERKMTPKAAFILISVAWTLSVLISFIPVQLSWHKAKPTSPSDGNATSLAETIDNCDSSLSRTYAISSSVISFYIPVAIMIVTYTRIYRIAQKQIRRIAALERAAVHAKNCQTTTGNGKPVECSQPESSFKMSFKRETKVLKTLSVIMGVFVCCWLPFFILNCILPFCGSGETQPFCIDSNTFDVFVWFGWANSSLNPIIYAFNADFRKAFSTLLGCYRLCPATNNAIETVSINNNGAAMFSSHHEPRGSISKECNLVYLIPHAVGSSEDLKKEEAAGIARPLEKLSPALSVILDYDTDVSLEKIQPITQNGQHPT
TRHR ag: activates the human TRH receptor | P34981 | TRHR cells, calcium flux fluo-8, FDSS agonist mode | hit rate 0.18% among 360,000 | activation, % at 2 µM; note: 0% is about no effect
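Agonist-mode FDSS calcium read (Ex 480/Em 530, 1 s cycles) in 1536-well TRHR cells with fluo-8 dye, after 10-cycle baseline and 23 nL compound addition; TRH at EC20 (10 nM final) added afterwards for the enhancer phase.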
D1 agonist: human D1 receptor agonism | activation, % at 2 µM | P21728 | hit rate 1% among 360,000 | HEK293 T-REx D1 cells, calcium flux, agonist mode | AID 504660; note: 0% is about no effect
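Tetracycline-induced HEK293 TREx D1 cells, force-coupled to calcium signalling, were dye-loaded with a no-wash calcium kit. Compound was pin-added after a 10 s baseline. Fluorescence was read kinetically at 1 cycle/s for 180 s, with calcium rises flagged as agonism.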
D1 antagonist: human D1 dopamine receptor antagonism | activity change, negative = inhibition, % at 10 µM | P21728 | hit rate 3.2% among 360,000 | HEK293 TREx D1 cells, calcium flux, dopamine EC80; hits give low values | AID 504652; in the data active = activity change below about -30%; note: % is set by controls: 0 for no effect and ±100 for the full control effect
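Cells carrying a force-coupled, tetracycline-inducible human D1 receptor report calcium flux. Each well gets a 10 s baseline, compound with 180 s monitoring, then an EC80 dopamine stimulus with a second 180 s kinetic read.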
Numbers without * were called inactive; · = not tested or not shown. Cut-off read from the data, not from the text of the source, unless noted: active = activation above about 30%; inactive = the rest.

item	SMILES	TRHR PAM	D2 PAM	D2 agonist	D2 antagonist	RXFP1 antag	D1 PAM	TRHR ag	D1 agonist	D1 antagonist
1	COc1ccc(Cl)cc1C(=O)n1nc(C)cc1C	-6	12	0.3	-9	9	0	0.0	2	8
2	CC(C)c1cc(NCCOCCO)n2c(nc3ccccc32)c1C#N	1	-1	-0.4	-12	9	0	-0.1	-1	5
3	Cc1ccc(C)c(NC(=O)c2cc(S(=O)(=O)N3CCCCC3)c[nH]2)c1	3	-4	-1.5	-13	·	-3	-1.7	3	1
4	Cc1ccc(Nc2cc(=O)oc3ccccc23)c(C)c1	2	·	·	·	-4	0	-0.7	0	-3
5	COc1ccc(/C=N/NC(=O)c2cc(=O)[nH]c3ccccc23)cc1OC	26	5	-1.5	-20	6	-9	0.3	3	5
6	CCn1c2ccccc2c2cc(NS(=O)(=O)c3ccccc3C)ccc21	-6	-4	0.0	2	-11	-2	-0.1	9	31
7	COc1ccc(C(OCC(O)CNCCc2ccccc2)c2ccc(OC)cc2)cc1 (stereo unspecified)	9	-17	51*	8	-24	-10	5.3	96*	-30*
8	CCC1CN(C(=O)N2CCC(C(=O)NCCC3=CCCCC3)CC2)c2cc(C)ccc2O1 (stereo unspecified)	-7	1	0.3	·	-17	-3	-0.3	1	-31*
9	COc1cccc(-c2nc(SCC(=O)NCC3CCCO3)c(-c3ccc(Cl)cc3)[nH]2)c1 (stereo unspecified)	-2	-22	2.6	·	-26	-4	2.3	2	-56*
10	CCOc1ccc(CNC(=O)C2CCCN(S(C)(=O)=O)C2)cc1OC (stereo unspecified)	3	4	0.3	52*	8	-3	0.2	3	5
11	COc1cc(OC)cc(/C(N)=N/O)c1	-5	-8	0.3	6	8	-5	0.4	2	4
12	CC(C)OC(=O)CSc1nnc(-c2ccc(Cl)cc2Cl)n1N	10	0	1.3	-8	-1	7	-0.4	-1	8
13	O=S(=O)(Nc1ccc(N=Nc2ccccc2)cc1)c1ccccc1	-2	-3	-2.1	-5	·	-1	-0.1	1	23
14	COc1cccc2c1OCC(C(=O)Nc1nccs1)=C2	7	-4	0.0	11	7	0	1.5	2	17
15	O=C(Cc1c[nH]c2ccccc12)Nc1ccccc1N1CCOCC1	5	1	4.2	-26	-2	-10	1.5	4	-20
16	CNC(=S)NNC(=O)c1cccn(Cc2cccc(C(F)(F)F)c2)c1=O	4	11	1.0	3	-2	-2	1.0	2	5
17	Cc1c(NC(=O)C(C)OC(=O)/C=C/c2ccccc2)c(=O)n(-c2ccccc2)n1C (stereo unspecified)	-2	2	0.4	-3	·	-4	-0.2	1	-3
18	CCN1CCN(CC(=O)c2c(C)n(C)c3ccc(OC)cc23)CC1	-2	-10	-0.1	-1	-10	-5	0.0	2	-12
19	OCCC1CN(C2CCSCC2)CCN1C1CCCC1 (stereo unspecified)	1	4	0.9	-17	-16	4	0.5	3	9
20	Cc1ccc(-n2ncc(-c3nnc(SCC(=O)NC4CCCC4)o3)c2N)cc1C	4	12	0.6	5	-4	1	-1.0	3	-2
21	O=C(CN1CCCCCC1)Nc1ccc(S(=O)(=O)N2CCCCC2)cc1	-4	·	-2.8	-6	-22	-13	0.7	5	9
22	COc1ccc(NC(=O)c2cc(C(=O)Nc3ccc(OC)cc3OC)cc([N+](=O)[O-])c2)c(OC)c1	1	-5	-0.5	8	0	0	-0.5	2	-12
23	Cc1cc(NC(=O)Cn2c(=O)n(CCCCC(=O)NC3CCN(Cc4ccccc4)CC3)c(=O)c3ccccc32)n[nH]1	-5	1	0.1	-4	·	-1	0.5	4	-13
24	O=C(O)c1ccc(Oc2ccccc2)o1	-2	5	0.0	11	6	-1	-0.1	4	9
25	Cc1ccc2[nH]c(=O)c3cc(C(=O)NC4CCC(C)CC4)sc3c2c1 (stereo unspecified)	0	-1	-0.1	·	·	-5	0.3	1	-43*
26	Cc1nc(NC(=O)C(C)Oc2cccc(Cl)c2)sc1C(=O)N(C)C (stereo unspecified)	-2	7	0.5	-7	-5	-5	0.7	2	3
27	CCN(CC)S(=O)(=O)c1ccc2c(c1)[nH]c(=S)n2CC	38*	-7	1.6	-7	-23	9	-0.8	10	4
28	CSCCC(NC(N)=O)C(=O)NCc1ccccc1Cl (stereo unspecified)	-5	13	0.7	18	14	-7	-0.9	1	4
29	COc1ccccc1NS(=O)(=O)c1ccc(N2CCOCC2)c(NC(=O)c2ccco2)c1	0	-4	1.9	-9	0	-4	0.0	2	4
30	CCOc1ccc2nc(NC(=O)CS(=O)(=O)c3ccc(C)cc3)sc2c1	2	4	-0.5	2	-10	-4	-0.9	0	-14
31	Cc1nc(-c2noc(-c3ccccc3Cl)n2)c(C(F)(F)F)o1	-7	-2	-0.8	4	-3	3	-0.2	2	-1
32	O=C(NCCCN1CCN(c2ccccc2F)CC1)C1COc2ccccc2C1 (stereo unspecified)	-1	-21	·	·	-19	-4	0.1	6	-34*
33	Cc1ccc(OCC(=O)NCCNC(=O)c2ccccn2)cc1	-5	-4	-0.3	-11	-10	·	0.0	7	-11
34	CCOc1ccc(Nc2sc(C(=O)c3ccc4c(c3)OCO4)c(N)c2S(=O)(=O)c2ccc(C)cc2)cc1	3	1	·	·	·	-1	2.2	37*	-17
35	O=C1c2ccccc2C(=O)N1c1ccccc1S(=O)C(F)(F)F (stereo unspecified)	-6	-5	0.8	-10	-15	-2	0.4	0	-10
36	O=C(CCN1C(=O)/C(=C\C=C\c2ccccc2)SC1=S)Nc1cccc(C(=O)O)c1	-11	-6	0.1	2	-3	0	0.1	1	-8
37	C=CCn1c(SCC(C)=O)nc2sc3c(c2c1=O)CCC3	4	-11	-0.7	12	-12	-5	-0.9	0	7
38	CCN1CCc2c(OCC(=O)N3CCCCC3)cccc2C1=O	-5	0	1.3	14	0	-1	0.0	3	5
39	CCN(CC)S(=O)(=O)c1cccc(NC(=O)c2cc(-c3cccs3)nn2-c2ccccc2)c1	0	-1	0.5	-5	-3	2	0.6	7	-6
40	Cc1ccccc1NC(=O)CN1C(=O)CSc2ccccc21	4	3	0.3	-10	-14	4	0.1	1	0
41	Cc1cc(C(=O)NNc2ccc(F)cc2F)no1	4	-19	49*	8	-11	-7	0.3	1	-23
42	COc1ccccc1OC(C)C(=O)Nc1ccccc1C(=O)NCC1CCCO1 (stereo unspecified)	2	2	0.2	-18	4	-4	-0.1	1	-4
43	Cc1cc([N+](=O)[O-])ccc1NC(=O)C(C)[n+]1ccccc1 (stereo unspecified)	5	-22	0.9	12	-10	-3	0.5	0	10
44	Cc1ccc(NC(=O)c2oc3ccc(S(=O)(=O)N4CCC5(CC4)OCCO5)cc3c2C)cc1Cl	2	-14	·	·	-2	-1	0.1	1	10
45	O=C(C1CC1)N1CCc2cc(Br)cc(S(=O)(=O)NC3CCCCC3)c21	5	-4	0.3	40*	-12	-7	-0.7	6	-17
46	COc1ccc(NC(=O)c2ccc(-c3ccc(C)c4ccccc34)o2)cc1	1	1	-0.2	-31	·	-4	-0.7	0	-1
47	CCN(CC)c1ccc(NC(=O)CN2CCN(CC(=O)Nc3ccc(OC)cc3)CC2)cc1	3	-8	0.2	-2	5	-7	-1.2	1	-26
48	Cn1c(=O)c2c(ncn2CC(=O)OCC(=O)NNC(=O)c2ccc(Cl)cc2)n(C)c1=O	4	-12	-0.4	6	3	1	-0.4	4	-1

Among those listed so far, eight have four or more nitrogen atoms:
item	SMILES	TRHR PAM	D2 PAM	D2 agonist	D2 antagonist	RXFP1 antag	D1 PAM	TRHR ag	D1 agonist	D1 antagonist
2	CC(C)c1cc(NCCOCCO)n2c(nc3ccccc32)c1C#N	1	-1	-0.4	-12	9	0	-0.1	-1	5
12	CC(C)OC(=O)CSc1nnc(-c2ccc(Cl)cc2Cl)n1N	10	0	1.3	-8	-1	7	-0.4	-1	8
16	CNC(=S)NNC(=O)c1cccn(Cc2cccc(C(F)(F)F)c2)c1=O	4	11	1.0	3	-2	-2	1.0	2	5
20	Cc1ccc(-n2ncc(-c3nnc(SCC(=O)NC4CCCC4)o3)c2N)cc1C	4	12	0.6	5	-4	1	-1.0	3	-2
23	Cc1cc(NC(=O)Cn2c(=O)n(CCCCC(=O)NC3CCN(Cc4ccccc4)CC3)c(=O)c3ccccc32)n[nH]1	-5	1	0.1	-4	·	-1	0.5	4	-13
39	CCN(CC)S(=O)(=O)c1cccc(NC(=O)c2cc(-c3cccs3)nn2-c2ccccc2)c1	0	-1	0.5	-5	-3	2	0.6	7	-6
47	CCN(CC)c1ccc(NC(=O)CN2CCN(CC(=O)Nc3ccc(OC)cc3)CC2)cc1	3	-8	0.2	-2	5	-7	-1.2	1	-26
48	Cn1c(=O)c2c(ncn2CC(=O)OCC(=O)NNC(=O)c2ccc(Cl)cc2)n(C)c1=O	4	-12	-0.4	6	3	1	-0.4	4	-1
